# BCR signal inh = qHTS Assay to Find Inhibitors of Chronic Active B-Cell Receptor Signaling. ABC-DLBCL IkBa-CBG/CBR reporter, luminescence ratio, 4 h. Potency, µM (top dose mostly 46.1 µM), without a hit: at the highest dose ratio change, negative = lower green/red ratio, usual class: inhibitors. 340,000 compounds, 0.05% hits. AID 493014, 2011; active = well fitted inhibition curve with a large enough effect in the signal ratio, with a control signal flat, not every such curve was filed as active; inconclusive = small, poorly fitted or top-dose-only effect, or effect the other way, or a change in a side signal; the % refers to the signal ratio;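 also: potency is read from the fitted curve at half-maximal effect; plate controls were basal doxycycline-induced cells for no effect and cells given 10 µM MG132 for full effect; MG132 reads +100%, hits lower the ratio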
#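 TMD8 ABC-DLBCL cells carrying doxycycline-inducible green luciferase fused to IkappaBalpha plus unfused red luciferase were exposed to compounds (up to 46 uM) for 4 hrs at 37C. Activity came from the overlap-corrected green/red luminescence ratio.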
# TSHR antagonist = Antagonists of the Thyroid Stimulating Hormone Receptor: HTS campaign | TSHR-expressing cells, TSH-stimulated cAMP HTRF, 2 h; active compounds read low | activity change, negative = inhibition, % at 11.5 µM | 330,000 compounds, 0.2% hits | AID 504810, 2011;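 active = activity change below a set negative limit, meaning inhibition stronger than a set level, cut at about -70% in these data; inconclusive = activity change between two set negative limits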; also: % is scaled to controls: 0 for no effect and ±100 for the full control effect
#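 TSHR-expressing cells were treated with compounds, then stimulated with TSH at EC80 (4nM final) for 2 hours at 37 deg C. Cellular cAMP was measured by HTRF competition between lysate cAMP and cAMP-d2 for a cryptate-labelled anti-cAMP antibody.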
# ASM inhibitor = Inhibitors of Secretory Acid Sphingomyelinase (S-ASM): qHTS; Sphingomyelin phosphodiesterase (Homo sapiens), P17405; placental ASM, HMU-PC fluorogenic substrate, 60 min; Potency, µM (highest dose often 57.5 µM), for the others: top-dose activity change, negative = inhibition, usual class: inhibitors; 340,000 compounds, 0.006% hits; also: potency is read from the fitted curve at half-maximal effect
#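 Human placenta-derived ASM enzyme was preincubated with compound for 10 minutes at room temperature, then given fluorogenic substrate HMU-PC0 (9 uM final) for 60 minutes at 37 °C; a pH 10 stop preceded fluorescence reading at Ex 386/Em 447 nm.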
# USP2a block = qHTS Assay for Inhibitors of Ubiquitin-specific Protease USP2a Using CHOP2 as the Reporter. Ubiquitin carboxyl-terminal hydrolase 2 (Homo sapiens), O75604. USP2 core, Ub-CHOP2 coupled fluorogenic reporter, 485/531. Potency, µM (titrated, usually from 38.3 µM), inactives show at the highest dose activity change, negative = inhibition, actives largely listed as inhibitors. 330,000 compounds, 0.01% hits;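 also: potency is read from the fitted curve at half-maximal effect; plate controls were DMSO wells for no effect and full inhibition by NEM control for full effect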
#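 Deubiquitinase activity read as fluorescence (485/531 nm) after Ub-CHOP2 cleavage activates the enterokinase reporter on its substrate; USP2 core 10nM, Ub-CHOP2 and substrate 25nM each, 30min compound preincubation then 60min RT; data normalized to NEM, curves fitted.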
# Menin-MLL TR inh = qHTS Assay for Inhibitors Targeting the Menin-MLL Interaction in MLL Related Leukemias: Competition With Texas Red Labeled MLL-derived Mutant Peptide | Potency, µM (titrated, usually from 61.6 µM), for the others: at the highest dose FP activity change, negative = inhibition, hits mostly inhibitors | 270,000 compounds, 0.23% hits | Menin + Texas Red MLL mutant peptide, fluorescence polarization; active = well fitted inhibition curve with a large enough effect in the polarisation, with a control signal flat, not every such curve was filed as active; inconclusive = small, poorly fitted or top-dose-only effect, or effect the other way, or a change in a side signal; inactive = no such curve, though single readings can be large or run the other way; the % refers to the polarisation; also: potency is read from the fitted curve at half-maximal effect; % of control where 0% means no effect; many of its hits are not listed in these tables
# hERG WT inh = qHTS for Inhibitors of KCHN2 3.1: Wildtype qHTS. activity change, % at 1.84 µM. AID 720551, 2013. 340,000 compounds, 0.37% hits. U2OS, BacMam KCNH2, thallium flux FluxOr; active compounds read low;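 active = maximum activity change below -70%; inconclusive = maximum activity change between -70% and -50%; inactive = maximum activity change above -50%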; also: % is scaled to controls: 0 for no effect and ±100 for the full control effect
#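 U2OS cells were transduced with wild-type KCNH2 virus (2.03 x 10^8 / mL) for 4 h at room temperature, then cultured overnight at 37 C. Thallium flux was read with FluxOr dye. Rate constants were normalized to DMSO controls.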
# PKM2 activator = qHTS Assay for Activators of Human Muscle isoform 2 Pyruvate Kinase; Pyruvate kinase PKM (Homo sapiens), P14618; Potency, µM (titrated, usually from 57.5 µM), without a hit: at the highest dose activation, hits mostly activators; purified PKM2, Kinase-Glo ATP luminescence, activation; response scale: 0% is enzyme alone, no compound; AID 1631, 2009; 260,000 compounds, 0.34% hits; also: potency is read from the fitted curve at half-maximal effect; % is scaled to controls: 0 for no effect and ±100 for the full control effect; nearly all actives have a fitted effect of over 55% in size
# Target sequence (P14618 whole entry, looked up, canonical isoform): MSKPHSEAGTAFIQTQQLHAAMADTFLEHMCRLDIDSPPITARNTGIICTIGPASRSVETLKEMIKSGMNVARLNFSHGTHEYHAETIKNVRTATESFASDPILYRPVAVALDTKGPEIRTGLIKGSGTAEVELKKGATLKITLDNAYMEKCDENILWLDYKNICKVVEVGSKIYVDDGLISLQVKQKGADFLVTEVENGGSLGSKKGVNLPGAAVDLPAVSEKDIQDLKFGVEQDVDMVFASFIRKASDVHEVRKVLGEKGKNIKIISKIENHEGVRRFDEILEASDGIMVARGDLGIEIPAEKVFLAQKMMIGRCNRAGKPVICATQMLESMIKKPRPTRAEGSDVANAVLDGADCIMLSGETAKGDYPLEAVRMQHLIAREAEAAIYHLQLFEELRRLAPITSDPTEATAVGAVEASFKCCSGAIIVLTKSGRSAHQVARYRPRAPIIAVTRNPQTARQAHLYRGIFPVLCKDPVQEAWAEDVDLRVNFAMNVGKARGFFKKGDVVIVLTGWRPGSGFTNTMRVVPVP
#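 Purified hPK-M2 (>95%) run at intermediate activity with 0.1 mM ADP and 0.5 mM PEP in 50 mM imidazole pH 7.2, KCl, MgCl2; 1 h room temperature. ATP formed read by Kinase-Glo luminescence; normalized to uninhibited and no-enzyme controls.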
# GALK inh = qHTS Assay for Inhibitors of Human Galactokinase (GALK). P51570. Purified GALK, Kinase-Glo residual ATP luminescence. Potency, µM (series often up to 57.5 µM), without a hit: at the highest dose activity change, negative = inhibition, hits mostly inhibitors. 270,000 compounds, 0.007% hits. AID 1868, 2009; also: potency is read from the fitted curve at half-maximal effect; % is scaled to controls: 0 for no effect and ±100 for the full control effect
#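 Luminescence from leftover ATP (Ultra-Glo luciferase/luciferin) served as read-out after a 1 h room-temperature reaction of 5 nM GALK with 35 uM ATP and 100 uM galactose.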
# MBNL1-CUG inh = qHTS Assay for Inhibitors of MBNL1-poly(CUG) RNA binding | Muscleblind-like protein 1 (Homo sapiens), Q9NR56 | TR-FRET MBNL1-His/biotin-(CUG)12 binding, 665/545 ratio | Potency, µM (doses to about 57.5 µM), inactives show top-dose activity change, negative = inhibition, actives largely listed as inhibitors | 280,000 compounds, 0.036% hits | AID 2675, 2010; active = well fitted inhibition curve with a large enough effect in the signal ratio, with a control signal flat, not every such curve was filed as active; inconclusive = small, poorly fitted or top-dose-only effect, or effect the other way, or a change in a side signal; inactive = no such curve, though single readings can be large or run the other way; the % refers to the signal ratio; also: potency is read from the fitted curve at half-maximal effect; % is scaled to controls: 0 for no effect and ±100 for the full control effect
#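 TR-FRET between His-tagged MBNL1 and biotin-(CUG)12 RNA, detected with Tb anti-His antibody (0.055 ng/ul) and streptavidin-XL665 (5 nM), 60 min at room temperature. Compounds titrated 92 nM to 58 uM; 665/545 nm ratio normalized to buffer and complex controls.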
# Mito fusion yeast = qHTS Assay for Small Molecule Inhibitors of Mitochondrial Division or Activators of Mitochondrial Fusion | S. cerevisiae fusion-defective mutant growth rescue, CellTiterGlo 48 h | Potency, µM (highest dose often 46.1 µM), inactives show at the top dose growth rescue (activation), usual class: activators | 320,000 compounds, 0.23% hits;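 also: potency is read from the fitted curve at half-maximal effect; % of control where 0% means no effect; nearly all actives have a fitted effect of over 45% in size; temperature-sensitive fusion mutants such as fzo1-1 at 37 °C on non-fermentable ethanol glycerol medium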
#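 Luminescent cell viability in 1536-well qHTS format served as the measure of rescued growth in ts fusion-mutant S. cerevisiae cultured on non-fermentable YPEG for 48 hours at 37C.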
# Eya2 inh = qHTS Assay for Inhibitors of the Phosphatase Activity of Eya2; Protein phosphatase EYA2 (Homo sapiens), O00167; recombinant Eya2, OMFP fluorescence dephosphorylation (OMFP is methylfluorescein phosphate); Potency, µM (highest dose often 76.9 µM), inactives show top-dose activity, negative = inhibition, actives largely listed as inhibitors; 330,000 compounds, 0.006% hits; also: potency is read from the fitted curve at half-maximal effect; % is scaled to controls: 0 for no effect and ±100 for the full control effect
# Target sequence (O00167 whole entry, looked up): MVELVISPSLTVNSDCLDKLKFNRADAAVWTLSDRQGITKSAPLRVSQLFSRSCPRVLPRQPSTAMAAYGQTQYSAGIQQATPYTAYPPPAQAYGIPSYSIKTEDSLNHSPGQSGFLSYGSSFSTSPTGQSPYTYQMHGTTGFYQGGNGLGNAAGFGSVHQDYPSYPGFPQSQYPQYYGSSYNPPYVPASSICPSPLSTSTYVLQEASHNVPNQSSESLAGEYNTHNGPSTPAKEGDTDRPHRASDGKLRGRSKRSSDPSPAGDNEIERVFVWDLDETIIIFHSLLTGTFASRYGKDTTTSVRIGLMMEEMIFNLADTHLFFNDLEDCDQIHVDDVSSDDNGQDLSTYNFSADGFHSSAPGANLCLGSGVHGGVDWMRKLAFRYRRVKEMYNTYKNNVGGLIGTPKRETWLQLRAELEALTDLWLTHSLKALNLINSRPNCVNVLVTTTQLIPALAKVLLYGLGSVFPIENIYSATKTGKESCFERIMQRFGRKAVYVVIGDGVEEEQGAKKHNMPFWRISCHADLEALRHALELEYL
#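 Eya2 (0.2 uM) preincubated 10 min at ambient with compound, then OMFP substrate added at 50 uM; 10 min reaction in 50 mM HEPES pH 7.5, 50 mM NaCl, 5 uM MgCl2, 0.05% BSA, 1 mM DTT. Fluorescence read at Ex 485/Em 525 nm.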
# Starred values were filed as active, the others as inactive; ? = inconclusive; nt = not tested or not shown; & = joins results of further samples; [ ] = dose if it differs, or a comment. Unless noted, calls follow the shape of the dose curve; as a rule, active = well fitted curve in the direction sought with a large enough effect; inconclusive = small, poorly fitted or top-dose-only effect, or another doubt; inactive = no such curve, though single readings can be large; an effect the other way counts as inactive or inconclusive.
SMILES,BCR signal inh,TSHR antagonist,ASM inhibitor,USP2a block,Menin-MLL TR inh,hERG WT inh,PKM2 activator,GALK inh,MBNL1-CUG inh,Mito fusion yeast,Eya2 inh
COc1ccc(C2=NS(=O)(=O)N(C)C(C(=O)NCc3ccccn3)=C2)cc1,-1%,-1,18%,0%,18%,-8,6%,nt,?,1%,-5%
COc1ccc2nc(NC(=S)N(C)C)sc2c1,nt,-19,0%,0%,?,12,-9%,0%,-2%,7%,4%
Cc1cc(S(=O)(=O)N2CCC(NC(=O)C34CC5CC(CC(C5)C3)C4)CC2)ccc1-n1cnnn1,1%,4,-2%,3%,-8%,11,-3%,7%,-5%,4%,1%
CC(=O)Nc1ccc(NC(=O)CN(c2ccccc2Cl)S(C)(=O)=O)cc1,-13%,11,-2%,-3%,?,-9,-11%,0%,8%,2%,1%
CC(C)c1cccc(C2=CC(=O)C[C@H](c3ccc(F)cc3)C2)c1,?,-3,-10%,0%,nt,-12,nt,nt,nt,25%,-8%
O=C(COC(=O)CCc1c[nH]c2ccccc12)Nc1ccccc1,?,-6,-4%,1%,nt,-4,nt,nt,nt,4%,7%
CCCCC(=O)Nc1ccc(C(=O)NCC(=O)OC)cc1,1%,1,0%,3%,-5%,-4,-15%,-2%,-1%,0%,-13%
CC(=O)Nc1oc(-c2cccc3ccccc23)nc1C#N,?,0,nt,1%,nt,nt,nt,nt,nt,2%,1%
O=C(NC1CC1)C1=C[C@@H](c2csc3ccccc23)C[C@@H](OCCCCO)O1,?,-7,7%,0%,nt,2,14µM*,-1%,-3%,-58%[inhibitor],11%
COc1ccc2c(c1)c(=O)oc1c(C)c(OC(C)C(=O)NCC3CCC(C(=O)O)CC3)ccc12 (stereo not drawn),?,-16,480%[activator],-2%,-17%,1,-5%,nt,-12%,-2%,-2%
Cc1cccc(CS(=O)(=O)Cc2ccc(C(=O)NCc3ccccc3)o2)c1,16%&1%,-5,-4%,0%,nt,4,nt,-5%,5%,1%,-6%
CCCCn1c(-c2ccccc2)nnc1-c1ccccc1,?,-10,3%,2%,-16%,0,20%,-3%,-10%,5%,7%
C/C(N)=C(/C#N)C(=O)COC(=O)CCC1CCCC1,1%,-11,2%,0%,-2%,-9,6%,4%,-8%,-1%,2%
NC1=NC(=O)C(CC(=O)c2ccc(Cl)cc2)S1 (stereo not drawn),1%,-12,2%,6%,-5%,1,7%,0%,-3%,-3%,-7%
Cc1ccc(C)c(OC(=O)c2cccnc2)c1,6%,-4,2%,0%,1%,3,-19%,4%,-4%,-1%,3%
COCCNC(=O)CCc1nnc(Cc2ccc(-c3ccccc3)cc2)o1,-2%,-7,0%,4%,-12%,35,-2%,2%,-1%,6%,-2%
O=C(Nc1nc2ccc(Br)cc2s1)c1ccco1,?,-20,5%,2%,-2%,3,-1%,5%,52%[activator],2%,-6%
O=S(=O)(c1ccc(-c2cc(C(F)(F)F)on2)s1)N1CCCC1,?,19,-5%,-2%,nt,0,-9%,-1%,nt,-4%,7%
CC(=O)OC1c2ccccc2C(=O)N1c1ccccc1C (stereo not drawn),1%,13,-2%,3%,3%,-2,-7%,-1%,-5%,0%,3%
Cc1nc2ccc(S(=O)(=O)N(C)CC(=O)NCc3ccc4c(c3)OCO4)cc2s1,0%,2,4%,0%,-7%,-3,-1%,-1%,-4%,0%,-15%
CCN(CC)CCOc1c(Br)ccc2c1sc1nc3n(c(=O)c12)CCC3,-1%,-2,-3%,2%,0%,-10,2%,-1%,-1%,3%,3%
CCOC(=O)C1CCCCN1C(=O)c1ccc2nc(Cc3ccc(OC)cc3)oc2c1 (stereo not drawn),7%,-8,-2%,-3%,nt,1,nt,-5%,0%,-10%,3%
COc1ccc([C@H]2CC(=O)C=C(/C=C/c3ccc(Cl)cc3)C2)cc1,2%,21,-16%,3%,nt,2,nt,nt,nt,6%,-11%
CCOC(=O)c1c(C)[nH]c(C(=O)COC(=O)CCC(=O)c2ccc3c(c2)OCCO3)c1C,-9%,5,-11%,-6%,3%,-2,4%,4%,0%,-4%,-9%
CS(=O)(=O)CCC(C(=O)OCc1ccc(Cl)cc1)N1C(=O)c2ccccc2C1=O (stereo not drawn),-6%,0,0%,7%,8%,-6,7%,1%,nt,0%,-11%

# The last two compounds of the section before lead into the next.
SMILES,BCR signal inh,TSHR antagonist,ASM inhibitor,USP2a block,Menin-MLL TR inh,hERG WT inh,PKM2 activator,GALK inh,MBNL1-CUG inh,Mito fusion yeast,Eya2 inh
CCOC(=O)c1c(C)[nH]c(C(=O)COC(=O)CCC(=O)c2ccc3c(c2)OCCO3)c1C,-9%,5,-11%,-6%,3%,-2,4%,4%,0%,-4%,-9%
CS(=O)(=O)CCC(C(=O)OCc1ccc(Cl)cc1)N1C(=O)c2ccccc2C1=O (stereo not drawn),-6%,0,0%,7%,8%,-6,7%,1%,nt,0%,-11%
COC(=O)CN1C(=O)C(O)(CC(=O)c2ccccc2)c2ccccc21 (stereo not drawn),2%,3,-3%,0%,-9%,-3,1%,-2%,-5%,1%,12%
Nc1ccc(OCc2ccccc2)cc1,?,14,-2%,0%,20%,-1,-14%,0%,-6%,5%,-1%
O=C(c1cc(-c2ccc(Cl)c(Cl)c2)on1)N1CCCCCC1,?,2,-4%,-1%,-19%,0,3%,4%,0%,-6%,11%
CC(C)CN(C(=O)COC(=O)CCCc1c[nH]c2ccccc12)c1c(N)n(Cc2ccccc2)c(=O)[nH]c1=O,-10%,-3,3%,-1%,nt,-8,1%,4%,1%,-3%,15%
COc1ccccc1NC(=O)C[n+]1ccccc1C,-2%,49,2%,-2%,-19%,-2,2%,-4%,-10%,-2%,0%
COc1ccc(OCc2cccc(C(=O)Nc3ccc(CN4CCCCC4)cc3)c2)cc1,?,0,-6%,0%,-13%,45,-10%,nt,-13%,0%,-9%
CCCCCCSc1ccc([C@H]2N[C@@](CC(C)C)(C(=O)OC)[C@H]3C(=O)N(CC)C(=O)[C@@H]23)cc1,-1%,-2,-6%,2%,nt,-6,nt,nt,nt,-2%,5%
CCOC(=O)Cc1csc(NC(=O)CSc2ncnc3c2cnn3-c2ccccc2Cl)n1,?,-28,-5%,-1%,0%,-4,-1%,15%,-7%,2%,13%
C[C@@H]1COC(=O)[C@H](CC(=O)OC(C)(C)C)C/C=C\C[C@@H](CC(=O)N[C@H](CO)Cc2ccccc2)C(=O)N1,-2%,13,-2%,3%,nt,-12,nt,nt,nt,nt,13%
CCOc1cc(C(=O)NN2CCOCC2)cc(OCC)c1OCC,-1%,1,4%,2%,7%,11,1%,0%,-11%,1%,-10%

# Screens (PubChem)

# The list is partial; the hit share may differ from the screen's.
